# Bioassay records (PubChem)
# E coli growth: bacterial growth inhibition, counter-screen for AddAB inhibitors | E. coli V3065 growth, OD600 absorbance, 18 h | inhibition, % at 11.9 µM | actives 0.27% (n = 330,000);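 active means inhibition above the campaign's mean inhibition across all tested compounds plus 3 SD, cut at about 9.9% in these data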;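 further: uninfected addAB+ strain grown without phage in ampicillin broth; 0% = DMSO wells and 100% = ciprofloxacin 0.95 µg/ml wells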
# PKA-R1A activ: activates the PKA-R1A holoenzyme complex | PKA-R1A dissociation, Cy5-IP20 fluorescence polarization; scaled: DMSO 0%, 113 µM cGMP 100% | activation, % at 11.4 µM | actives 0.083% (n = 340,000) | AID 504707;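 active means percent activation above the mean of all tested compounds plus 3 SD, cut at about 19% in these data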;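 further: higher means more PKAc released from R1A so a rise in polarization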
# AddAB inh: less growth of phage-infected E. coli with AddAB; actives 0.29% (n = 330,000); inhibition, % at 11.9 µM; E. coli expressing H. pylori AddAB, absorbance growth; in the data active means inhibition above about 12%;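 further: 0% = vehicle wells of infected cells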
# Mot1-301 SUMO: blocks SUMOylation pathway, rescuing yeast Mot1-301 growth. growth rescue, % at 18.8 µM. actives 1% (n = 320,000). AID 2716. S. cerevisiae Mot1-301 growth rescue, ATP luminescence, 38.5C; percent above DMSO median, 100 means doubled;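 active means every valid replicate shows activation above 250% relative to neutral control wells; inactive means the rest, any valid replicate at or below 250%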;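 further: OY570 slx delta 5 strain wells were the positive control but not used for scaling; some compounds called inactive have numbers as strong as hits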
# phage Ecoli inh: E. coli growth loss with phage present; growth absorbance; inhibition, % at 11.9 µM; actives 0.26% (n = 360,000); in the data active means inhibition above about 11%
# DSG3 Ab inh: inhibitors of pemphigus antibody binding to human desmoglein-3. binding (percent of control), % at 10 µM. actives 0.48% (n = 310,000). AID 588358. P32926. DSG3-coupled beads, scFv-anti-DSG3-GFP binding, flow cytometry; active compounds read low;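 active means binding more than 3 SD below its plate's average and above zero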;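 further: hits lower antibody fragment binding to DSG3; some compounds called inactive have numbers as strong as hits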
# MOR-DOR inv ag: inverse agonist of human OPRM1-OPRD1 heterodimerization. P35372+P41143. cell-based MOR-DOR heterodimer luminescence, inverse agonism. inhibition, % at 9.3 µM. actives 0.21% (n = 340,000); in the data active means inhibition above about 22%, passing the limit was not always enough;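 further: 0% = cells with DMSO and 100% = wells without cells with DMSO; values of inactives mirror those of a sister screen read the other way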
# HTR5A ag ctr: counter-screen for OPRM1-OPRD1 agonists: human HTR5A agonism; HTR5A agonist assay, luminescence, cell-based; activation, % at 9.3 µM; AID 504692; actives 0.61% (n = 340,000); in the data active means activation mostly above about 9.5%, no sharp cut-off; inactive means mostly below about 7.6%;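 further: 0% = cells with vehicle only and 100% = reference agonist; strong numbers were not always called active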
# Target sequence (P47898 whole entry, looked up): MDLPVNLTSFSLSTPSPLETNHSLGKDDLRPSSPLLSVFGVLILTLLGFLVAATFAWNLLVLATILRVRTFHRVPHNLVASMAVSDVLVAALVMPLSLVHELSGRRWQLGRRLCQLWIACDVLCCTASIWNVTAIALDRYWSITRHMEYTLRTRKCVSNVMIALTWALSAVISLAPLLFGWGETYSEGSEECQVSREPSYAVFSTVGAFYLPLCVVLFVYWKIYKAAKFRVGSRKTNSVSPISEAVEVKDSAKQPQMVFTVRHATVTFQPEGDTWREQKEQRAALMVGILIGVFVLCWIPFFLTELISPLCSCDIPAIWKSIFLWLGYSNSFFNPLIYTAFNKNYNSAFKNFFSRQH
# HTR5A inv ag: HTR5A inverse agonism, opioid heterodimer counter-screen; HTR5A cell line, luminescence; inhibition, % at 9.3 µM; P47898; actives 0.083% (n = 340,000); in the data active means inhibition mostly above about 23%, no sharp cut-off; inactive means mostly below about 18%;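 further: 0% = cells with DMSO and 100% = no-cell wells with DMSO; some compounds called inactive have numbers as strong as hits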
# PfHsp90 set2: reduces growth (ATP signal) of yeast expressing P. falciparum Hsp90; S. cerevisiae expressing PfHsp90, BacTiter-Glo ATP, 48 h; yeast lacking PDR1 and PDR3 efflux regulators; inhibition, % at 9.4 µM; actives 0.32% (n = 310,000); AID 504621;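 active means every replicate shows inhibition above about 80%, whatever the replicate mean, limit read from the data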;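 further: 0% = DMSO neutral controls and 100% = 20 µM radicicol positive controls; yeast relying on Plasmodium falciparum Hsp90 in place of its own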
# MOR-DOR ag: agonists of human mu-delta opioid receptor heterodimerization | P35372+P41143 | cells, OPRM1-OPRD1 heterodimerization, luminescence | activation, % at 9.3 µM | actives 0.3% (n = 340,000) | AID 504326; in the data active means activation above about 18%;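 further: 0% = vehicle-treated cells and 100% = reference agonist; values of inactives mirror those of a sister screen read the other way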
# An asterisk follows results filed as active; x = no result given.
SMILES,E coli growth,PKA-R1A activ,AddAB inh,Mot1-301 SUMO,phage Ecoli inh,DSG3 Ab inh,MOR-DOR inv ag,HTR5A ag ctr,HTR5A inv ag,PfHsp90 set2,MOR-DOR ag
CC(/C=C1\SC(=S)N(CCC(=O)Nc2ccc(O)cc2)C1=O)=C\c1ccccc1,-3.4,-1,1.6,-7,-2.0,108,-18,-3,-1,-19,3.4
CCC(C(=O)NC1CCCCCC1)n1nc(C)c2c(C)n(-c3ccccc3)nc2c1=O (stereo not given),-1.8,-2,2.4,14,2.0,99,-4,4,5,-29,0.8
CCCc1nc2oc3c(NCC(C)O)ncnc3c2c2c1CCCC2 (stereo not given),-0.5,x,0.8,-5,-2.2,110,x,x,x,x,x
Cc1ccc(NC(=O)CN(C)C(=O)c2nn(C)c(=O)c3ccccc23)cc1,0.5,-6,-0.4,28,1.0,100,11,5,-14,25,-2.1
Clc1ccc(OCCOCCNCc2ccccc2)cc1Cl,-1.2,6,1.6,12,0.6,119,-15,1,-5,-1,3.1
CCOC(=O)CS(=O)(=O)c1ccccc1,-0.2,-10,1.7,x,3.1,95,10,-3,-34,16,-1.8
O=C(NCCCn1ccnc1)c1ccc(Br)o1,2.0,-10,1.5,-5,1.4,102,9,1,-1,-6,-1.6
COc1ccc(Cl)cc1NC(=O)Cn1nnc(C(=O)NCCc2ccc(OC)c(OC)c2)c1N,-1.8,-2,-2.1,2,3.0,104,14,-3,12,-13,-2.8
O=C(CSc1nc2ccccc2s1)CSc1nc2ccccc2s1,1.1,-19,1.1,44,0.3,85,-1,3,-19,0,0.1
CCOC(=O)C1CCN(Cc2ccc(OC)c(C)c2OC)CC1,0.3,0,1.6,-12,1.4,100,13,-2,5,14,-2.6
Cc1cc2nncn2c(Cc2ccccc2)n1,2.4,12,4.1,323,-0.1,90,13,-4,8,x,-2.6
COc1cc(OC)c2c(-c3cccc(-c4ccc(C(C)=O)cc4)c3)cc(=O)oc2c1,0.2,-5,-3.1,x,x,101,9,0,-1,-1,-1.7
Cc1ccc(NS(=O)(=O)c2ccc(-c3cnc(C4CC4)o3)cc2)cc1,-0.1,-4,4.9,5,4.2,92,-19,1,2,-8,3.7
CC(=O)C1=C(c2ccccc2)NC(=O)NC1c1ccc(O)c(O)c1 (stereo not given),-1.2,-1,1.6,-7,1.6,100,-1,0,0,-1,0.1
Cc1ccc(NC(=O)c2cccc(N3C(=O)C4C5C=CC(C5)C4C3=O)c2)cc1C (stereo not given),x,-4,x,104,0.6,113,-6,5,-13,25,1.6
Cc1cc(C)c(C(=O)C2OC(=O)C(C)(C)C(=O)C2(C)C)c(C)c1 (stereo not given),-0.7,-5,0.3,24,2.2,110,-9,-8,18,x,1.8
COc1cc(OC)cc(C(=O)N2CCN(c3ccc(N4CCOCC4)nn3)CC2)c1,-0.1,1,-0.7,95,4.1,100,8,4,1,8,-1.4
Cc1cccc(N(C)S(=O)(=O)c2nnc(NC(=O)c3ccco3)s2)c1,0.7,-12,3.4,3,1.9,100,12,-3,-39,5,-2.2
COc1cccc(-c2nnc(-c3ccc(C)o3)o2)c1,-1.7,4,0.3,10,3.5,x,20,-4,10,10,-3.4
CC1Cc2nc(SCC(=O)Nc3ccc4c(c3)OCO4)n(Cc3ccccc3)c(=O)c2S1 (stereo not given),0.2,1,0.2,-23,0.2,104,-2,-3,-6,-33,0.4
COCC(C)NC(=O)CSc1nnc(-c2cccc(S(=O)(=O)N3CCCCC3)c2)o1 (stereo not given),0.5,13,-0.9,1,2.6,86,-7,0,1,-2,1.3
CCCSc1nc(C)cc(C)c1S(=O)(=O)c1ccccc1C,-1.8,0,0.4,6,3.6,107,-17,3,-8,14,3.8
COC(=O)c1cc(-c2ccc(OC)c(OC)c2)on1,-1.4,-7,1.9,6,3.3,98,9,-1,-20,8,-1.6
COc1ccc(NC(=O)/C(=C/c2cccs2)NC(=O)c2ccco2)cc1,-1.6,-9,0.9,-5,2.6,95,13,-2,16,8,-2.6
CN1CCN(C(=O)c2ccccc2NC(=O)c2cccc(Cl)c2)CC1,4.0,-7,5.2,-14,4.6,101,3,2,10,-8,-0.5
COc1ccc(N(C(=O)CNC(=O)c2ccco2)C(C(=O)NC2CCCC2)c2ccncc2)cc1 (stereo not given),-0.3,3,2.5,-2,5.4,98,10,-3,7,-18,-1.9
CCCCc1c(O)nc(SCC(=O)Nc2ccc(C)cc2)n(-c2ccc(OC)cc2)c1=O,-0.8,-4,3.4,-9,0.6,x,5,-1,-5,-4,-1.0
CN1CCN(S(=O)(=O)c2cccc(C(=O)NCc3ccc(Cl)cc3)c2)CC1,-0.1,-4,0.7,29,0.9,115,13,-3,7,x,-2.7
O=C(CSCc1ccccc1)Nc1ccccc1C(=O)Nc1ccc(C(=O)O)cc1,0.4,-10,-2.1,0,0.8,103,-5,8,-22,14,0.9
CN(C)S(=O)(=O)c1ccc(C(=O)OCC(=O)Nc2ccc(OC(F)F)cc2)cc1,0.8,1,0.3,355,1.9,98,6,2,-6,-35,-1.1
COC(=O)c1cccc(-n2c(=O)n(Cc3ccccc3)c(=O)c3[nH]cnc32)c1C,-1.7,4,-4.2,-15,-0.9,101,21,0,0,9,-4.5
CC(C)(C)c1nn(-c2ccccc2)c2[nH]c(=O)c(CNc3ccc4c(c3)OCCO4)cc12,1.6,-4,3.4,-4,1.2,103,-64,1,10,121*,11
CCOC(=O)N1CCN(S(=O)(=O)N2CCCC(C(=O)NCCc3ccc(OCC)c(OCC)c3)C2)CC1 (stereo not given),2.4,-5,3.4,-12,1.4,102,-1,-1,11,-3,0.1
COc1ccc(C2CC(c3ccc(F)cc3)n3nc(NS(C)(=O)=O)nc3N2)cc1 (stereo not given),1.1,-4,-0.7,-5,2.0,93,12,2,-10,-2,-2.3
CCOC(=O)C1=NN(C(=O)c2ccc(C)cc2)C(O)(c2ccc(Cl)cc2)C1 (stereo not given),-3.8,1,-2.3,21,4.3,x,9,2,-4,-29,-1.8
COc1cc(NC(=O)CCS(=O)(=O)c2ccc3c(c2)oc(=O)n3C)cc(OC)c1,0.9,0,0.5,-2,0.3,81,10,0,-16,-17,-1.9
CCOc1ccsc1C(=O)OC,1.5,-8,1.3,-10,1.4,110,12,8,-4,-9,-2.2
COc1cc(OC)cc(-c2c(-c3cccs3)c3cc(-c4ccc(C(N)=O)cc4)ccc3n2C)c1,-1.8,-1,-0.7,18,1.9,96,-14,0,22,5,2.5
COc1cc(/C=N/NC(=O)CCC(=O)NC2CCCCC2)ccc1C,-3.7,-22,1.1,-10,3.5,95,8,4,-19,34,-1.4
COc1cccc(/C=N/NC(=O)CNC(=O)C(c2ccccc2)c2ccccc2)c1O,0.8,0,3.1,12,2.6,90,5,2,-4,6,-0.9
COc1ccc(N(CC(=O)NCc2ccccc2)S(=O)(=O)c2c(C)nn(C)c2C)cc1,0.6,-4,2.7,18,3.0,102,8,4,-11,19,-1.5
Cc1ccc(-c2noc(-c3ccccc3C(=O)NCC3CCCO3)n2)cc1 (stereo not given),-2.5,-6,3.9,62,1.4,x,7,-12,29,24,-1.7
COc1cc(/C=N/N2C(C)CCCC2C)cc(Br)c1O (stereo not given),2.0,9,1.7,3,3.9,104,8,-3,-6,8,-1.7
COC(=O)CCCn1nc(NC(=O)COc2ccc(F)cc2)cc1C,1.6,0,5.0,3,0.6,95,16,0,2,-2,-2.6
COc1ccc(C(=O)/C=C/Nc2ccccn2)cc1,1.2,3,0.8,-11,-0.3,119,-3,-2,20,3,0.5
Cn1nc(C(F)(F)F)c(-c2ccc(Br)cc2)c1NC(=O)c1ccco1,-0.8,-2,1.7,15,2.7,111,1,1,22,-14,-0.2
Cc1ccc(NC(=O)Cc2ccc([N+](=O)[O-])cc2)c(Br)c1,1.2,-8,0.4,-12,2.3,6.2*,2,7,11,-4,-0.5
NNC(=O)c1cccc(COc2ccccc2Br)c1,-4.6,-15,-1.8,32,0.6,93,0,2,-2,5,0.1
Cc1ccc(CSCC(=O)Nc2ccccc2)cc1,-0.6,4,0.3,-4,1.5,96,7,1,-2,-10,-1.5
COc1ccc(N2C(=O)CCC(C(=O)NCc3ccccn3)C2c2ccc(OC)c(OC)c2)cc1 (stereo not given),-1.4,-7,2.6,-14,2.5,x,20,3,-17,-11,-3.5

# Remaining list, next part:
SMILES,E coli growth,PKA-R1A activ,AddAB inh,Mot1-301 SUMO,phage Ecoli inh,DSG3 Ab inh,MOR-DOR inv ag,HTR5A ag ctr,HTR5A inv ag,PfHsp90 set2,MOR-DOR ag
CC(=O)OCCn1c2nc(=O)[nH]c(=O)c-2nc2cc(C)c(C)cc21,x,-3,x,-13,-0.6,138,-13,2,-6,-3,2.8
Cc1c(C)c2c(OCC(=O)NCc3ccccn3)cc3c(c2oc1=O)CCC(C)(C)O3,0.2,7,0.7,4,2.0,105,14,-3,13,-8,-2.9
COc1ccccc1CCC(=O)Nc1ccc2c(c1)CN(CCCn1cccn1)CC2,-2.9,-2,-0.6,9,-1.7,105,14,-1,-10,-8,-2.8
CCN(Cc1ccccc1)C(=O)/C=C/c1ccccc1[N+](=O)[O-],x,-7,x,x,4.1,108,25,-7,8,-8,-5.3

# By substructure, the entries above containing a furan ring, fused or not.
SMILES,E coli growth,PKA-R1A activ,AddAB inh,Mot1-301 SUMO,phage Ecoli inh,DSG3 Ab inh,MOR-DOR inv ag,HTR5A ag ctr,HTR5A inv ag,PfHsp90 set2,MOR-DOR ag
CCCc1nc2oc3c(NCC(C)O)ncnc3c2c2c1CCCC2 (stereo not given),-0.5,x,0.8,-5,-2.2,110,x,x,x,x,x
O=C(NCCCn1ccnc1)c1ccc(Br)o1,2.0,-10,1.5,-5,1.4,102,9,1,-1,-6,-1.6
Cc1cccc(N(C)S(=O)(=O)c2nnc(NC(=O)c3ccco3)s2)c1,0.7,-12,3.4,3,1.9,100,12,-3,-39,5,-2.2
COc1cccc(-c2nnc(-c3ccc(C)o3)o2)c1,-1.7,4,0.3,10,3.5,x,20,-4,10,10,-3.4
COc1ccc(NC(=O)/C(=C/c2cccs2)NC(=O)c2ccco2)cc1,-1.6,-9,0.9,-5,2.6,95,13,-2,16,8,-2.6
COc1ccc(N(C(=O)CNC(=O)c2ccco2)C(C(=O)NC2CCCC2)c2ccncc2)cc1 (stereo not given),-0.3,3,2.5,-2,5.4,98,10,-3,7,-18,-1.9
Cn1nc(C(F)(F)F)c(-c2ccc(Br)cc2)c1NC(=O)c1ccco1,-0.8,-2,1.7,15,2.7,111,1,1,22,-14,-0.2
